FXIIa inh 1536: factor XIIa (human) inhibition. P00748. purified FXIIa, Boc-QGR-AMC fluorogenic substrate, 2 h. inhibition, % at 5 µM. actives 0.3% (n = 220,000). AID 800; in the data active = inhibition above about 40%;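 also: 0% = enzyme with no compound and 100% = blank without enzyme; many of its hits are not listed in these tables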
FXIa inh 1536: inhibitors of human coagulation factor XIa; AID 798; purified FXIa, Boc-Glu-Ala-Arg-AMC fluorogenic substrate; actives 0.14% (n = 220,000); inhibition, % at 5 µM; P03951;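 active = inhibition of at least 40%; inactive = inhibition below 40%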;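 also: fluorescence of freed AMC excited at 355 nm; 0% = enzyme without compound and 100% = no enzyme blank; many of its hits are not listed in these tables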
Wee1 stabilizer: human Wee1 degradation inhibition, primary screen; P30291; HeLa Luc-Wee1K328M stability, luciferase luminescence; 100% = proteasome inhibitor MG132 effect; reporter increase, % at 5 µM; actives 1.2% (n = 220,000); AID 1321;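 active = activation above the mean of all tested compounds plus 3 SD, set per screening run, cut at about 8.8% in these data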;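 also: cells exposed to compound for 20 h before luminescence read; 0% = DMSO alone and 100% = MG132 at 30 µM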
Thrombin inh: inhibitors of human thrombin | P00734 | alpha-thrombin, Boc-VPR-AMC fluorogenic substrate cleavage | inhibition, % at 5 µM | actives 0.26% (n = 220,000) | AID 1046;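 active = inhibition at or above 40%; inactive = inhibition below 40%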;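 also: 0% = enzyme with no compound and 100% = wells without enzyme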
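System – human alpha-thrombin protein · Reagent – Boc-VPR-AMC substrate, 15 µM final · Compound – 5 µM single dose in 0.2% DMSO · Schedule – reaction at room temperature · Technique – AMC fluorescence at 355 nm excitation and 460 nm emission · Read-out basis – % inhibition relative to enzyme controls and enzyme-free blanks · Control set – no-compound enzyme wells and no-enzyme blanks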
14-3-3 Bad PPI: disrupts binding of bovine 14-3-3 zeta to phospho-Bad peptide | P63103 | TR-FRET 14-3-3zeta/Dy647-pBad peptide displacement, 1 h | inhibition, % at 21.7 µM | actives 0.71% (n = 220,000);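 active = inhibition above about 70%, limit read from the data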;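 also: 0% = full 14-3-3 plus peptide FRET controls and 100% = background without 14-3-3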
Hck Nef HTS: blocks Nef-activated human Hck kinase | P08631 | Recombinant Hck-YEEI plus Nef, Z-Lyte FRET kinase assay | inhibition, % at 20 µM | actives 0.68% (n = 220,000) | AID 463187;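 active = Hck-Nef kinase inhibition above about 50%, limit read from the data; inactive = inhibition below that limit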;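 also: 0% = DMSO with Hck plus Nef and 100% = Hck alone without Nef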
KLK5 inh: kallikrein 5 (human) inhibition; recombinant hK5, fluorogenic AMC substrate cleavage; Q9Y337; inhibition, % at 5 µM; AID 873; actives 0.59% (n = 210,000);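 active = inhibition of 40% or more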;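 also: 0% = enzyme controls without compound and 100% = no-enzyme blanks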
Target sequence (Q9Y337 67-293 limits assumed): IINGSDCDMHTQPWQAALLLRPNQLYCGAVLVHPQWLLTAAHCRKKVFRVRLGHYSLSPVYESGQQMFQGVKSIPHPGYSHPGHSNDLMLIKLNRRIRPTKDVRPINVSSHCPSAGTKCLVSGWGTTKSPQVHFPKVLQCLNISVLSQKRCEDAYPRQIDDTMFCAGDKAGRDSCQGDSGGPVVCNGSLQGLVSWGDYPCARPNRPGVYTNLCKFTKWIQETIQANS
Runt-SMMHC FRET: blocks binding of human RUNX1 Runt domain to CBFb-SMMHC | Q01196+Q13951 | Cerulean-Runt/Venus-CBFb-SMMHC FRET ratio 530/480, 1 h | inhibition, % at 20 µM | actives 0.74% (n = 220,000);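 active = mean inhibition across duplicate retests at 20 µM reaching about 50%, limit read from the data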;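 also: 0% = DMSO wells and 100% = wells with excess untagged CBFb-SMMHC; inhibitors lower the FRET ratio by blocking Runt binding to CBFb-SMMHC; some results filed as inactive read as strong as hits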
Target sequence (Q01196 whole entry, looked up, the tested form may be a part): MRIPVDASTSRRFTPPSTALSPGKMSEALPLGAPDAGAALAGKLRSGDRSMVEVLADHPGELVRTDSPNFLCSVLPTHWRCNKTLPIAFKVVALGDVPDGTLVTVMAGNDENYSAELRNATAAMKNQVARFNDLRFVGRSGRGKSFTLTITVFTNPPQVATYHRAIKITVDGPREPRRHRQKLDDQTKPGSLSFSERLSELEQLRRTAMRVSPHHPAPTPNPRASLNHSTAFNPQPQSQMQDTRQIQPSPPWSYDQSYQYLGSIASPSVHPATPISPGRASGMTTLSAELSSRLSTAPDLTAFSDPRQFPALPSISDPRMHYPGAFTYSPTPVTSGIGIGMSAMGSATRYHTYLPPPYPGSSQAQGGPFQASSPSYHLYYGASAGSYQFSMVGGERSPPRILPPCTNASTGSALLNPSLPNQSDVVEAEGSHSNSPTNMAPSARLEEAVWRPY
Target sequence (Q13951 whole entry, looked up, the tested form may be a part): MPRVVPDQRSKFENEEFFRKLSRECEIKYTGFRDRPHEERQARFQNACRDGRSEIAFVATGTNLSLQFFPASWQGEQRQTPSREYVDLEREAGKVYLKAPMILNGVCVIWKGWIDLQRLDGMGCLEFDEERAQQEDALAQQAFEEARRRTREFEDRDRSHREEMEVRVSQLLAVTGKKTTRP
Runt-CBFb FRET: inhibitors of human RUNX1 Runt domain binding to CBFb; inhibition, % at 20 µM; Cerulean-Runt/Venus-CBFb FRET ratio 530/480, 1 h; AID 1496; Q01196+Q13951; actives 0.46% (n = 220,000);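 active = inhibition over about 50% at 20 µM in the single-dose screen, limit read from the data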;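 also: 0% = DMSO wells and 100% = excess unlabeled CBFb competitor control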
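Measured by: fluorescence energy transfer, 422 nm excitation, 530/480 nm emission; test system: Cerulean-tagged RUNX1 Runt domain (FRET donor) fusion protein; buffer or medium: Tris pH 7.5 buffer with BSA; compound: one dose, 20 µM compound, 1% DMSO; times: two 1 h room-temperature incubations shielded from light; benchmarks: unlabeled CBFb 5 µM, positive control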
An asterisk follows results filed as active.

How did COc1ccc(OC)c(S(=O)(=O)N(C)CC(=O)Nc2cc(Cl)ccc2OC)c1 do in these assays?
FXIIa inh 1536: 4; FXIa inh 1536: 5; Wee1 stabilizer: -1; Thrombin inh: 1; 14-3-3 Bad PPI: 13; Hck Nef HTS: 2; KLK5 inh: 3; Runt-SMMHC FRET: -3; Runt-CBFb FRET: -3

How did CCOC(=O)c1ccc(NC(=O)NCc2ccncc2)cc1 do in these assays?
FXIIa inh 1536: 20; FXIa inh 1536: 11; Wee1 stabilizer: 0; Thrombin inh: -1; 14-3-3 Bad PPI: 11; Hck Nef HTS: 5; KLK5 inh: -16; Runt-SMMHC FRET: -6; Runt-CBFb FRET: -1

Results for O=C(/C=C/Nc1ccc(Oc2ccccc2Cl)cc1)c1ccco1 ?
FXIIa inh 1536: 8; FXIa inh 1536: -1; Wee1 stabilizer: 6; Thrombin inh: -1; 14-3-3 Bad PPI: -11; Hck Nef HTS: 16; KLK5 inh: 10; Runt-SMMHC FRET: -19; Runt-CBFb FRET: -3

How did CC1CC(C)CN(C(=S)Nc2ccc(OC(F)F)cc2)C1 (centres undefined) do in these assays?
FXIIa inh 1536: 2; FXIa inh 1536: -9; Wee1 stabilizer: -2; Thrombin inh: -4; 14-3-3 Bad PPI: -21; Hck Nef HTS: 1; KLK5 inh: -21; Runt-SMMHC FRET: 6; Runt-CBFb FRET: 0

Results for O=C(c1ccccc1-c1ccccc1)N1CCCC1 ?
FXIIa inh 1536: 2; FXIa inh 1536: -5; Wee1 stabilizer: -2; Thrombin inh: 2; 14-3-3 Bad PPI: 1; Hck Nef HTS: 10; KLK5 inh: -25; Runt-SMMHC FRET: -3; Runt-CBFb FRET: 0

Results for CC(C)(C)c1cc(C(=O)NC2CC2)n(Cc2ccc(F)cc2)n1 ?
FXIIa inh 1536: 15; FXIa inh 1536: 4; Wee1 stabilizer: -1; Thrombin inh: 4; 14-3-3 Bad PPI: 2; Hck Nef HTS: 5; KLK5 inh: 5; Runt-SMMHC FRET: -1; Runt-CBFb FRET: -1

Results for CCn1ncc(Cl)c1C(=O)Nc1cc(Cl)ccc1Cl ?
FXIIa inh 1536: 11; FXIa inh 1536: 3; Wee1 stabilizer: 1; Thrombin inh: -4; 14-3-3 Bad PPI: -7; Hck Nef HTS: -7; KLK5 inh: -20; Runt-SMMHC FRET: -1; Runt-CBFb FRET: -1

What do the screens show for `Cc1ccc(NC(=O)CSc2ccc(-c3ccc4c(c3)OCO4)nn2)cc1F`?
FXIIa inh 1536: 0; FXIa inh 1536: -6; Wee1 stabilizer: -4; Thrombin inh: -9; 14-3-3 Bad PPI: 11; Hck Nef HTS: 5; KLK5 inh: -5; Runt-SMMHC FRET: -2; Runt-CBFb FRET: -5

What do the screens show for `Cc1nc2ncnn2c(N2CCN(S(=O)(=O)c3ccc(Br)cc3)CC2)c1C`?
FXIIa inh 1536: 7; FXIa inh 1536: 2; Wee1 stabilizer: 2; Thrombin inh: -9; 14-3-3 Bad PPI: -8; Hck Nef HTS: 19; KLK5 inh: 4

How did CC(C)Cc1nc2oc3c(Cl)ncnc3c2c2c1CCCC2 do in these assays?
FXIIa inh 1536: 8; FXIa inh 1536: 0; Wee1 stabilizer: 2; Thrombin inh: -5; 14-3-3 Bad PPI: -3; Hck Nef HTS: 3; KLK5 inh: -2; Runt-SMMHC FRET: 0; Runt-CBFb FRET: 0

What do the screens show for `CCCSC1=N/C(=C\c2ccc([N+](=O)[O-])o2)C(=O)S1`?
FXIIa inh 1536: 6; FXIa inh 1536: -3; Wee1 stabilizer: 0; Thrombin inh: 0; 14-3-3 Bad PPI: 46; Hck Nef HTS: 51*; KLK5 inh: -37; Runt-SMMHC FRET: -1; Runt-CBFb FRET: 13

How did Cc1ccc2c(c1)cc(CN(Cc1ccc3c(c1)OCO3)C(=O)c1ccccc1)c1nnnn12 do in these assays?
FXIIa inh 1536: 9; FXIa inh 1536: 2; Wee1 stabilizer: -2; Thrombin inh: 1; 14-3-3 Bad PPI: 6; Hck Nef HTS: 2; KLK5 inh: 5; Runt-SMMHC FRET: -9; Runt-CBFb FRET: -2

Results for CC1CCN(S(=O)(=O)c2csc(C(=O)Nc3ccccc3)c2)CC1 ?
FXIIa inh 1536: 15; FXIa inh 1536: 1; Wee1 stabilizer: -2; Thrombin inh: 14; 14-3-3 Bad PPI: -11; Hck Nef HTS: -1; KLK5 inh: 7; Runt-SMMHC FRET: -2; Runt-CBFb FRET: -1

Results for Cn1c(N2CCC(C(N)=O)CC2)nc2c1c(=O)n(Cc1cccc(Br)c1)c(=O)n2C ?
FXIIa inh 1536: 7; FXIa inh 1536: -3; Wee1 stabilizer: 3; Thrombin inh: -8; 14-3-3 Bad PPI: -10; Hck Nef HTS: 5; KLK5 inh: -16; Runt-SMMHC FRET: 0; Runt-CBFb FRET: 4

Results for COC(=O)C(C)N(c1ccc(OC)cc1)S(C)(=O)=O (centres undefined) ?
FXIIa inh 1536: 9; FXIa inh 1536: 1; Wee1 stabilizer: -4; Thrombin inh: -4; 14-3-3 Bad PPI: -18; Hck Nef HTS: 0; KLK5 inh: 0; Runt-SMMHC FRET: 0; Runt-CBFb FRET: -2

Results for COC(=O)c1ccc(S(=O)(=O)NCc2ccco2)n1C ?
FXIIa inh 1536: 5; FXIa inh 1536: 9; Wee1 stabilizer: 0; Thrombin inh: -1; 14-3-3 Bad PPI: 1; Hck Nef HTS: 6; KLK5 inh: 7; Runt-SMMHC FRET: 1; Runt-CBFb FRET: -2

Results for CC1C(=NO)C(C)C(c2ccccc2)NC1c1ccccc1 (centres undefined) ?
FXIIa inh 1536: 19; FXIa inh 1536: -3; Wee1 stabilizer: 1; Thrombin inh: 3; 14-3-3 Bad PPI: -5; Hck Nef HTS: 0; KLK5 inh: -3; Runt-SMMHC FRET: -2; Runt-CBFb FRET: 1

Results for O=C1CS/C(=N/N=C/c2ccc(OS(=O)(=O)c3ccccc3)cc2)N1 ?
FXIIa inh 1536: 4; FXIa inh 1536: 0; Wee1 stabilizer: -1; Thrombin inh: -8; 14-3-3 Bad PPI: -18; Hck Nef HTS: 3; KLK5 inh: -1; Runt-SMMHC FRET: -3; Runt-CBFb FRET: -4

How did O=C(Nc1ccc(NC(=S)NC(=O)c2cccs2)cc1)c1ccco1 do in these assays?
FXIIa inh 1536: 7; FXIa inh 1536: -3; Wee1 stabilizer: 0; Thrombin inh: -13; 14-3-3 Bad PPI: 34; Hck Nef HTS: 21; KLK5 inh: -2

What do the screens show for `COc1ccc(N=C2SC(C(=O)Nc3ccc(C(=O)O)cc3)CC(=O)N2Cc2cccs2)cc1` (centres undefined)?
FXIIa inh 1536: 8; FXIa inh 1536: 4; Wee1 stabilizer: 2; Thrombin inh: -2; 14-3-3 Bad PPI: -15; Hck Nef HTS: 10; KLK5 inh: 1; Runt-SMMHC FRET: -4; Runt-CBFb FRET: -3

How did CSc1ccc(/C=C(\C(=O)O)c2ccc(S(=O)(=O)N3CCCCC3)s2)cc1 do in these assays?
FXIIa inh 1536: 7; FXIa inh 1536: -1; Wee1 stabilizer: 3; Thrombin inh: -7; 14-3-3 Bad PPI: 6; Hck Nef HTS: 2; KLK5 inh: -7; Runt-SMMHC FRET: 26; Runt-CBFb FRET: 9

How did CC(=O)c1ccc(NC(=S)N2CCN(C(=S)Nc3ccc(C(C)=O)cc3)C(C)C2)cc1 (centres undefined) do in these assays?
FXIIa inh 1536: 10; FXIa inh 1536: -2; Wee1 stabilizer: -3; Thrombin inh: -1; 14-3-3 Bad PPI: -4; Hck Nef HTS: 25; KLK5 inh: 8; Runt-SMMHC FRET: -16; Runt-CBFb FRET: -1

Results for COC(=O)C1=C(C)N(Cc2ccccc2)C(=O)N[C@H]1c1cccc(C(F)(F)F)c1 ?
FXIIa inh 1536: 13; FXIa inh 1536: 4; Thrombin inh: 1; 14-3-3 Bad PPI: -4; Hck Nef HTS: 29; KLK5 inh: 5; Runt-SMMHC FRET: 0; Runt-CBFb FRET: 0

What do the screens show for `CC(C)(C)OC(=O)NCCCC[C@H](NC(=O)c1[nH]cnc1C(=O)Nc1ccc(CNC(=O)OC(C)(C)C)cc1)C(=O)OC(C)(C)C`?
FXIIa inh 1536: 7; FXIa inh 1536: -1; Thrombin inh: -4; 14-3-3 Bad PPI: -14; Hck Nef HTS: 43; KLK5 inh: -11; Runt-SMMHC FRET: -2; Runt-CBFb FRET: -7

How did COc1cccc(N(CC(=O)NCc2cccnc2)S(C)(=O)=O)c1 do in these assays?
FXIIa inh 1536: -3; FXIa inh 1536: -10; Wee1 stabilizer: 4; Thrombin inh: -2; 14-3-3 Bad PPI: 7; Hck Nef HTS: 1; KLK5 inh: -3; Runt-SMMHC FRET: 3; Runt-CBFb FRET: 0

Results for Cc1nn(C)c(C(=O)NC2C3CC4CC(C3)CC2C4)c1Cl (centres undefined) ?
FXIIa inh 1536: -3; FXIa inh 1536: -16; Wee1 stabilizer: 1; Thrombin inh: -8; 14-3-3 Bad PPI: -3; Hck Nef HTS: 0; KLK5 inh: -15; Runt-SMMHC FRET: 1; Runt-CBFb FRET: -2

Results for O=C(O)/C=C/C(=O)Nc1ccc(SC(F)(F)F)cc1 ?
FXIIa inh 1536: 15; FXIa inh 1536: 8; Wee1 stabilizer: 0; Thrombin inh: 0; 14-3-3 Bad PPI: 11; Hck Nef HTS: -4; KLK5 inh: -8; Runt-SMMHC FRET: -2; Runt-CBFb FRET: -2

Results for CCCNc1cc(C)oc(=O)c1C(=O)CC ?
FXIIa inh 1536: 7; FXIa inh 1536: -1; Wee1 stabilizer: -1; Thrombin inh: -10; 14-3-3 Bad PPI: -14; Hck Nef HTS: 23; KLK5 inh: 0; Runt-SMMHC FRET: 0; Runt-CBFb FRET: 0

How did COc1ccccc1-c1cc(C(=O)Nc2cc(C)on2)no1 do in these assays?
FXIIa inh 1536: 1; FXIa inh 1536: -7; Wee1 stabilizer: -4; Thrombin inh: -6; 14-3-3 Bad PPI: -2; Hck Nef HTS: 1; KLK5 inh: -9; Runt-SMMHC FRET: 0; Runt-CBFb FRET: 0

What do the screens show for `COC(=O)c1nn2c(C(F)(F)F)cc(-c3ccc(Br)o3)nc2c1Br`?
Wee1 stabilizer: 1; Hck Nef HTS: 0; Runt-SMMHC FRET: -44; Runt-CBFb FRET: 10

How did COc1ccc(C(C#N)N2CCOCC2)cc1 (centres undefined) do in these assays?
FXIIa inh 1536: 7; FXIa inh 1536: -3; Wee1 stabilizer: 2; Thrombin inh: -2; 14-3-3 Bad PPI: -7; Hck Nef HTS: 8; KLK5 inh: -8; Runt-SMMHC FRET: 1; Runt-CBFb FRET: 0

Bioassay records as filed in PubChem.
